Bioassay records: PubChem, National Center for Advancing Translational Sciences (NCATS)
TrxR1 inh – blocks rat thioredoxin reductase 1. O89049. recombinant rTrxR1, NADPH fluorescence consumption, selenite substrate. Potency, µM (doses to about 114 µM), without a hit: top-dose activity change, negative = inhibition, usual class: inhibitors. 1% of 390,000 active. AID 588453; also: potency is read from the fitted curve at half-maximal effect; % is scaled to controls: 0 for no effect and ±100 for the full control effect; nearly all actives have a fitted effect of over 65% in size
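Rat TrxR1 (90 nM in the dispensed reagent) was pre-reduced with 400 uM NADPH for 5 min at room temperature, then incubated with compound for 15 min. After 400 uM selenite was added, NADPH fluorescence (Ex 340/Em 450 nm) was followed for 8 min.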
IDH1 R132H inh – blocks human mutant IDH1 R132H enzyme | O75874 | IDH1-R132H enzyme, NADPH consumption, diaphorase/resazurin fluorescence | Potency, µM (titrated, usually from 76.6 µM), for the others: top-dose activity change, negative = inhibition, hits mostly inhibitors | 0.093% of 390,000 active; also: potency is read from the fitted curve at half-maximal effect; % is scaled to controls: 0 for no effect and ±100 for the full control effect; nearly all actives have a fitted effect of over 65% in size
Target sequence (O75874 whole entry R132H, stated change not applied): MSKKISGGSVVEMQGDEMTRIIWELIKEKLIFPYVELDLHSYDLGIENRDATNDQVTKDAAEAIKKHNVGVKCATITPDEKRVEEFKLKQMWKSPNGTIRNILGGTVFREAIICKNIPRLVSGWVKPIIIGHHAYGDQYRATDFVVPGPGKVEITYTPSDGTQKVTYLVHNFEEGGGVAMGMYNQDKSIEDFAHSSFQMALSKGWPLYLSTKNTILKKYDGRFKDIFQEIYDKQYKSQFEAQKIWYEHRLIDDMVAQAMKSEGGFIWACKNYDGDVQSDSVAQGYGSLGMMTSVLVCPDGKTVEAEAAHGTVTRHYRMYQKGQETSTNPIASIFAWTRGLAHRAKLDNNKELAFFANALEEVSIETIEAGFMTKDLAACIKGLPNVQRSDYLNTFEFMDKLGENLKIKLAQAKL
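IDH1-R132H (0.5 ug/mL) preincubated 30 min with compound, then NADPH (0.016 mM) and alpha-KG (2 mM) added; 80 min at RT, pH 7.5. Remaining NADPH coupled via diaphorase/resazurin to fluorescence (540/590 nm); concentration-response curves normalized to no-enzyme control.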
USP1-UAF1 inh – blocks the human USP1/UAF1 deubiquitinase complex | AID 743255 | O94782 | recombinant USP1/UAF1, Ub-Rhodamine cleavage fluorescence | 0.23% of 390,000 active | Potency, µM (series often up to 57.1 µM), without a hit: at the top dose activity change, negative = inhibition, actives largely listed as inhibitors; also: potency is read from the fitted curve at half-maximal effect; % is scaled to controls: 0 for no effect and ±100 for the full control effect; nearly all actives have a fitted effect of over 60% in size; inactives centre near -12
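Step one: compound is pinned into 1nM USP1/UAF1 in HEPES pH 7.8 buffer with TCEP. Step two: 15 min room-temperature incubation. Step three: Ub-Rho (150nM final) starts cleavage, tracked by fluorescence over six one-minute reads.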
TRHR enhancer – TRH receptor (human) allosteric enhancement; TRHR cells, fluo-8 calcium fluorescence, EC20 TRH enhancement; enhancement, % at 2 µM; P34981; 0.66% of 360,000 active; AID 493056; in the data active = enhancement above about 30%; also: 0% is about no effect
Target sequence (P34981 whole entry, looked up): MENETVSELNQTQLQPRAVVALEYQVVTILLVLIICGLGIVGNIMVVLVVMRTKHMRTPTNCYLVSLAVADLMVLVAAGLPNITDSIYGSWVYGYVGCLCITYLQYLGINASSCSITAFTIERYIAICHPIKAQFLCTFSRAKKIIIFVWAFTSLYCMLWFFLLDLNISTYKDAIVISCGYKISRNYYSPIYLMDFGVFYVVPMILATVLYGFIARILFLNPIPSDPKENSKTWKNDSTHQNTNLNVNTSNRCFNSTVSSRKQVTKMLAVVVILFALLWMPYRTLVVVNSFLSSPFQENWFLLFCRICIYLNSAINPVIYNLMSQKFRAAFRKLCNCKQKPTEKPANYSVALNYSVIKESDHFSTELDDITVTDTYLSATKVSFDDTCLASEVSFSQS
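TRHR-expressing cells loaded with fluo-8 calcium dye were read kinetically (ex 480/em 530) during compound addition, then stimulated with an EC20 of TRH (10 nM final). Enhancement of the Gq-mediated intracellular calcium response was scored.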
Pin1 inhibitor – blocks the human prolyl isomerase Pin1; Q13526; AID 504891; Pin1 FP peptide displacement, HiFluor488, 10 min; 0.009% of 390,000 active; Potency, µM (top dose mostly 115 µM), without a hit: top-dose activity, negative = inhibition, actives largely listed as inhibitors; active = well fitted inhibition curve with a large enough effect in the polarisation, with a control signal flat, not every such curve was filed as active; inconclusive = small, poorly fitted or top-dose-only effect, or effect the other way, or a change in a side signal; inactive = no such curve, though single readings can be large or run the other way; the % refers to the polarisation; also: potency is read from the fitted curve at half-maximal effect; % is scaled to controls: 0 for no effect and ±100 for the full control effect
Target sequence (Q13526 whole entry, looked up): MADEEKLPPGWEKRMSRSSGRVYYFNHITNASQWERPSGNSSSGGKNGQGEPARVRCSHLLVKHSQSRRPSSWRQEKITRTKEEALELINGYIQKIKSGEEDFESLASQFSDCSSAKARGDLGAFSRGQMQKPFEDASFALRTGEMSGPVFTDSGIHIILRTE
D2 agonist – D2 dopamine receptor (human) agonism. HEK293 T-REx D2 cells, calcium flux agonist mode. activation, % at 2 µM. 0.53% of 340,000 active. AID 485358;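 active = activation over 3 SD above normal in the single-dose calcium agonist read, cut at about 30% in these data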; also: 0% is about no effect
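Calcium-flux readout, 1 cycle/sec over 180 s following compound pin transfer, in inducible HEK293 Trex D2 cells (force-coupled); dopamine controls included. Positive calcium responses during this window marked compounds as potential agonists.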
TrxR1 substrate – rat thioredoxin reductase 1 substrate activity; O89049; purified TrxR1 substrate turnover, NADPH consumption readout; Potency, µM (doses to about 114 µM), for inactives: at the highest dose activity change, negative = substrate turnover; 0.01% of 390,000 active; AID 588456; also: potency is read from the fitted curve at half-maximal effect; % is scaled to controls: 0 for no effect and ±100 for the full control effect; nearly all actives have a fitted effect of over 50% in size
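Rat TrxR1, dispensed at 90 nM, was prereduced with 400 uM NADPH (final) for 5 min at ~22 deg C, then incubated with compound 15 min before 400 uM selenite. A first-read NADPH fluorescence drop versus no-compound background flagged substrates.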
D2 antag – antagonizes the human D2 dopamine receptor. P14416. HEK293 TREx D2 cells, calcium flux, dopamine EC80. inhibition, % at 10 µM. 2% of 340,000 active; in the data active = inhibition above about 30%; also: 0% is about no effect
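Compounds are added to dye-loaded, induced HEK293 T-REx cells coupled to calcium release via D2; after a 3 min kinetic read an EC80 dopamine stimulus is given and fluorescence is recorded for 3 more min.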
TRHR agonist – TRH receptor (human) agonism; P34981; TRHR cells, calcium flux fluo-8, FDSS agonist mode; activation, % at 2 µM; 0.18% of 360,000 active; in the data active = activation above about 30%; also: 0% is about no effect
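TRHR-expressing cells loaded with fluo-8 calcium dye; 23 nL library compound pin-transferred, kinetic FDSS fluorescence (Ex 480/Em 530) recorded about 180 s for agonist-induced calcium release, before a 10 nM TRH EC20 addition for potentiator mode.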
Active calls of the source: *; & = joins results of further samples; [ ] = another dose, or the depositor's remark. Unless noted, calls follow the shape of the dose curve; as a rule, active = well fitted inhibition curve with a large enough effect; inconclusive = small, poorly fitted or top-dose-only effect; inactive = no such curve, though single readings can be large or run the other way. An excerpt, so the mix of outcomes need not match the whole.

What do the screens show for `CC(=O)NS(=O)(=O)c1ccc(NS(=O)(=O)c2ccc(F)cc2)cc1`?
TrxR1 inh: -9.3%; IDH1 R132H inh: 6.7%; USP1-UAF1 inh: -0.2%; TRHR enhancer: 0.8; Pin1 inhibitor: 10.3%; TrxR1 substrate: 2.1%; TRHR agonist: 0.4

Results for CC(C)Cc1cc(C(=O)Nc2ccc3c(c2)OCO3)no1 ?
TrxR1 inh: 17.3%[57.1 µM]; IDH1 R132H inh: 5.2%; USP1-UAF1 inh: -14.6%; TRHR enhancer: 1.5; Pin1 inhibitor: -4.0%; D2 agonist: -0.8; TrxR1 substrate: 3.3%[57.1 µM]; D2 antag: 16.7; TRHR agonist: 1.0

Results for CCOC(=O)c1cc(C(=O)OCC)c2ccccn2c1=O ?
TrxR1 inh: 35.8%[57.1 µM]; IDH1 R132H inh: -4.3%; USP1-UAF1 inh: -18.2%; TRHR enhancer: -8.5; Pin1 inhibitor: -6.7%; D2 agonist: -0.3; TrxR1 substrate: 244.1%[activator][57.1 µM]; D2 antag: 5.9; TRHR agonist: -0.1

Results for OC(COc1ccccc1)Cn1cc(Br)cn1 (configuration not stated) ?
TrxR1 inh: -0.6%; IDH1 R132H inh: -0.2%; USP1-UAF1 inh: 5.6%; TRHR enhancer: 4.3; Pin1 inhibitor: -2.1%; D2 agonist: -0.4; TrxR1 substrate: 4.1%; D2 antag: 5.2; TRHR agonist: -0.4

How did O=C1CCC([N+](=O)[O-])C(c2ccc(Cl)cc2)N1 (configuration not stated) do in these assays?
TrxR1 inh: 7.2%; IDH1 R132H inh: 5.2%; USP1-UAF1 inh: -15.7%; TRHR enhancer: 5.1; Pin1 inhibitor: 0.4%; D2 agonist: 0.8; TrxR1 substrate: -1.4%; D2 antag: -10.3; TRHR agonist: -0.2

How did O=C(CS(=O)(=O)c1ccc(F)cc1)N1CCOCC1 do in these assays?
TrxR1 inh: 0.8%; IDH1 R132H inh: -1.3%; USP1-UAF1 inh: -20.3%; TRHR enhancer: 10.3; Pin1 inhibitor: -1.9%; D2 agonist: 0.4; TrxR1 substrate: -5.3%; D2 antag: -9.2; TRHR agonist: 0.6

How did c1ccc(CN2CCC(CNc3ncnc4ccccc34)C2)cc1 (configuration not stated) do in these assays?
TrxR1 inh: -1.8%[2.29 µM]; IDH1 R132H inh: 3.5%; USP1-UAF1 inh: -25.2%; Pin1 inhibitor: 4.3%; TrxR1 substrate: 1.7%[57.1 µM]

Results for Fc1cccc(CNc2ncnc3ccc(-c4ccc5c(c4)OCO5)cc23)c1 ?
TrxR1 inh: 11.1%[57.1 µM]; TRHR enhancer: -3.4&0.1; Pin1 inhibitor: 0.1%; D2 agonist: 0.2; TrxR1 substrate: 40.9%[activator][57.1 µM]; D2 antag: -20.7; TRHR agonist: -0.5&0.9

How did Cc1ccc(-c2nc3ccccc3c(=O)o2)cc1 do in these assays?
TrxR1 inh: -19.5%; IDH1 R132H inh: 1.7%; USP1-UAF1 inh: -4.5%; TRHR enhancer: -12.7; Pin1 inhibitor: -0.2%; D2 agonist: -0.3; TrxR1 substrate: -10.0%; D2 antag: -5.4; TRHR agonist: 0.0

What do the screens show for `O=S(=O)(c1ccc2oc(=S)[nH]c2c1)N1CCOCC1`?
TrxR1 inh: -21.6%; IDH1 R132H inh: 4.0%; USP1-UAF1 inh: -14.8%; TRHR enhancer: 10.5; Pin1 inhibitor: -1.3%; D2 agonist: 0.9; TrxR1 substrate: 5.9%; D2 antag: -10.9; TRHR agonist: 0.0

How did CSc1ccc(CN(C)C(=O)c2cc(=O)[nH]c3ccccc23)cc1 do in these assays?
TrxR1 inh: 0.3%; IDH1 R132H inh: 12.6%; USP1-UAF1 inh: -0.7%; TRHR enhancer: -1.1; Pin1 inhibitor: -10.8%; D2 agonist: 0.2; TrxR1 substrate: -0.2%; D2 antag: 1.2; TRHR agonist: -0.6

Results for O=C(NCSc1ccnc(SCNC(=O)c2ccc(F)cc2)n1)c1ccc(F)cc1 ?
TrxR1 inh: inconclusive; IDH1 R132H inh: -0.2%; USP1-UAF1 inh: -12.0%; TRHR enhancer: -3.9; Pin1 inhibitor: 13.9%; D2 agonist: 0.2; TrxR1 substrate: -3.8%; D2 antag: -3.1; TRHR agonist: 0.3

What do the screens show for `CCOc1ccc(C(=O)Nc2c3c(nn2-c2cccc(Cl)c2)CS(=O)C3)cc1` (configuration not stated)?
TrxR1 inh: -3.5%; IDH1 R132H inh: 8.4%; USP1-UAF1 inh: -10.9%; TRHR enhancer: -2.7; Pin1 inhibitor: 6.1%; D2 agonist: 0.9; TrxR1 substrate: -2.3%; D2 antag: -3.0; TRHR agonist: 0.1

What do the screens show for `O=C(NNc1nc2ccccc2nc1C(F)(F)F)c1ccccc1`?
TrxR1 inh: 10.1%[57.1 µM]; IDH1 R132H inh: 0.5%; USP1-UAF1 inh: -12.7%; TRHR enhancer: -2.8; Pin1 inhibitor: 0.7%; D2 agonist: 0.2; TrxR1 substrate: 10.7%[57.1 µM]; D2 antag: -1.1; TRHR agonist: -0.3

What do the screens show for `Cc1cc(C(=O)N2CCc3ccccc3C2)on1`?
TrxR1 inh: 10.4%; IDH1 R132H inh: 8.4%; USP1-UAF1 inh: -13.2%; TRHR enhancer: 3.3; Pin1 inhibitor: 0.6%; D2 agonist: -0.6; TrxR1 substrate: 5.3%; D2 antag: -9.0; TRHR agonist: -0.7

How did COc1ccc(C2CC(c3ccc(Cl)cc3Cl)Nc3nc(N)nn32)cc1 (configuration not stated) do in these assays?
TrxR1 inh: 15.7%[57.1 µM]; IDH1 R132H inh: -6.0%; USP1-UAF1 inh: -22.1%; TRHR enhancer: 1.3; Pin1 inhibitor: 1.3%; D2 agonist: -0.7; TrxR1 substrate: 4.7%[57.1 µM]; D2 antag: -7.8; TRHR agonist: -0.5

Results for CCOC(=O)CNC(=O)c1ccc(C#CC2(O)CCCCC2)cc1 ?
TrxR1 inh: 12.5%; IDH1 R132H inh: 2.4%; USP1-UAF1 inh: -4.1%; TRHR enhancer: 17.0; Pin1 inhibitor: -1.1%; D2 agonist: 0.7; TrxR1 substrate: 1.2%; D2 antag: -0.3; TRHR agonist: 1.0

Results for CC1(C)CC(=O)C=C(c2ccc(-c3ccccc3)cc2)C1 ?
TrxR1 inh: 10.2%; IDH1 R132H inh: -2.2%; USP1-UAF1 inh: -23.7%; TRHR enhancer: -2.9; Pin1 inhibitor: 1.8%; D2 agonist: -0.3; TrxR1 substrate: 3.2%; D2 antag: 0.1; TRHR agonist: 0.4

How did CC(=O)Nc1c(C(=O)NCc2ccccc2)nnn1Cc1ccccc1 do in these assays?
TrxR1 inh: 12.0%; IDH1 R132H inh: 6.0%; USP1-UAF1 inh: -14.9%; TRHR enhancer: -10.5; Pin1 inhibitor: -2.1%; D2 agonist: -0.2; TrxR1 substrate: 2.8%; D2 antag: -28.4; TRHR agonist: 0.3

Results for CCN(CC)CCNC(=O)C(=O)NCC(c1ccc2c(c1)OCO2)N1CCOCC1 (configuration not stated) ?
TrxR1 inh: 6.8%[57.1 µM]; IDH1 R132H inh: -10.4%; USP1-UAF1 inh: -16.3%; TRHR enhancer: 3.2; Pin1 inhibitor: 1.3%; D2 agonist: -0.5; TrxR1 substrate: -3.4%[57.1 µM]; TRHR agonist: -0.3

What do the screens show for `Cc1cc(C(=O)Nc2ccc(Nc3ccccc3)cc2)ccc1[N+](=O)[O-]`?
TrxR1 inh: 11.2%[57.1 µM]; IDH1 R132H inh: -0.1%; USP1-UAF1 inh: -27.3%; TRHR enhancer: -2.9; Pin1 inhibitor: -3.0%; D2 agonist: 1.1; TrxR1 substrate: -3.8%[57.1 µM]; D2 antag: -5.2; TRHR agonist: -0.1

How did Oc1ccc(Cl)c2cccnc12 do in these assays?
TrxR1 inh: -14.6%; IDH1 R132H inh: 2.5%; USP1-UAF1 inh: 1.1%; Pin1 inhibitor: 18.9%; TrxR1 substrate: -11.2%

What do the screens show for `CC(=O)c1cccc(NC(=S)NC(=O)CC(C)C)c1`?
TrxR1 inh: inconclusive; IDH1 R132H inh: 1.5%; USP1-UAF1 inh: -16.9%; TRHR enhancer: -3.2; Pin1 inhibitor: -2.7%; D2 agonist: -0.6; TrxR1 substrate: 7.2%; D2 antag: -16.8; TRHR agonist: -0.6

How did COc1ccc(C(=O)Nc2nnc(SCC(=O)Nc3ccc(NC(C)=O)cc3)s2)c(OC)c1 do in these assays?
TrxR1 inh: 10.6%; IDH1 R132H inh: -9.6%; USP1-UAF1 inh: -14.5%; TRHR enhancer: 4.5; Pin1 inhibitor: 14.9%; D2 agonist: 0.4; TrxR1 substrate: 8.6%; D2 antag: -7.3; TRHR agonist: 0.1

Results for O=C1CC(c2ccccc2)CC(O)=C1C=NCCCO (configuration not stated) ?
TrxR1 inh: -11.8%; IDH1 R132H inh: 4.1%; USP1-UAF1 inh: -7.5%; TRHR enhancer: -7.5; Pin1 inhibitor: -10.0%; D2 agonist: -0.2; TrxR1 substrate: -12.2%; D2 antag: -10.6; TRHR agonist: -0.3

What do the screens show for `OC(COc1ccccc1)CN1CCN(Cc2ccc3c(c2)OCO3)CC1` (configuration not stated)?
TrxR1 inh: 0.2%[57.1 µM]; IDH1 R132H inh: 0.3%; USP1-UAF1 inh: -22.3%; TRHR enhancer: -0.8; Pin1 inhibitor: 1.8%; D2 agonist: 0.9; TrxR1 substrate: -2.0%[57.1 µM]; D2 antag: 35.9*; TRHR agonist: 0.8
